# From PubChem
# WT yeast gro inh – growth inhibition of WT yeast, mitochondrial fusion screen; mitochondrial fusion phenotypic screen, WT strain; inhibition, % at 10 µM; 2.1% of 190,000 active; in the data active means inhibition above about 58%; tested in S. cerevisiae
# West Nile antiviral – inhibition of WNV-induced cytopathic effect – cell-based, CPE readout (AID 1621) | 0.02% of 290,000 active | West Nile virus-infected cells, CPE inhibition; higher % means a stronger effect | CPE inhibition, % at 10 µM; hits with a dose series show IC50 in µM; in the data active means a potency from the dose series; inconclusive means CPE inhibition mostly from about 3.7% at the one dose, without a potency; inactive means the rest, 99 in 100 with CPE inhibition below about 2.2%; further: strong numbers were not always called active
# b-catenin transl – beta-catenin nuclear translocation modulation | nuclear translocation activity, % at 5 µM | HeLa beta-catenin nuclear translocation, immunofluorescence imaging | AID 1665 | 0.3% of 190,000 active;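 active means nuclear translocation activity above 50% at 5 µM, with a well cell count of 50 or more; inconclusive means wells under 50 cells across six images, flagged as toxic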;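 further: per-cell ratio of nuclear to cytoplasmic median beta-catenin stain intensity; plate controls were DMSO negative control for no effect and GSK-3 inhibitor IX positive control for full effect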
#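 Test system: human HeLa cell line; Doses: 5 µM primary, 0.02–20 µM confirmation; Incubation: 24 h compound exposure, 37°C; Detection: beta-catenin immunofluorescence imaging with DAPI; Read-out: beta-catenin nuclear/cytoplasmic ratio, % activation.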
# T cell modulator – T cell immune modulators affecting CD8 T cell-vesicle binding. calls only at 7 µM. 0.068% of 330,000 active. 2C CD8+ T cell-vesicle binding, flow cytometry; stronger effect = lower value;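 active means response, share of CD8 T cells binding vesicles, and their 90th percentile fluorescence all below set limits, cut at about 80% in these data, passing the limit was not always enough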
#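 Assay system – 2C mouse CD8+ T cells · Also added – QL9-loaded Drosophila micro-vesicles · Timing – Cell–vesicle co-incubation 1.5 h at 37 °C, staining 20 min on ice · Signal – flow cytometry of vesicle-bound cells · Measure – percent CD8+ FL2 mean versus row control · Controls – Peptide-free naked vesicles (low) and QL9 vesicles with 0.7% DMSO vehicle (high)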
# Rac1 GTP hydrolysis – MgcRacGAP GTPase-activating activity inhibitors, confirmation, biochemical, ADP Hunter fluorescence. MgcRacGAP-stimulated Rac1 GTP hydrolysis, ADP Hunter fluorescence; higher % means a stronger effect; GST-tagged Rac1 F28L mutant substrate. one-dose inhibition, % at 30 µM; IC50 in µM for titrated hits. 0.6% of 340,000 active;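 active means first-screen hits whose inhibition reached a set limit at any dose in the follow-up dose series; inconclusive means inhibition above the set first-screen limit but never retested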;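 further: fluorescence reports GDP produced by GAP-driven GTP hydrolysis; strong numbers were not always called active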
# Large T inhibition – TAg ATPase/helicase activity blockers – biochemical (AID 1903) | SV40 large T antigen ATPase/helicase inhibition assay; higher % means a stronger effect | inhibition, % at 20 µM, or IC50 in µM where a hit was titrated | 0.39% of 310,000 active; in the data active means a potency from the dose series; inconclusive means inhibition mostly from about 32% at the one dose, without a potency; inactive means the rest, 99 in 100 with inhibition below about 32%; further: strong numbers were not always called active
# RSV antiviral HEp-2 – RSV antiviral activity via CPE protection, HEp-2 cells, primary 10 µM value included (AID 2391); HEp-2 cells, RSV-induced CPE inhibition; higher % means a stronger effect; one-dose CPE inhibition, % at 10 µM; IC50 in µM for titrated hits; 0.13% of 310,000 active; in the data active means a potency from the dose series; inconclusive means CPE inhibition mostly from about 23% at the one dose, without a potency; inactive means the rest, 99 in 100 with CPE inhibition below about 21%; further: strong numbers were not always called active
# Myeloid diff 2 – compounds promoting myeloid differentiation; 1% of 360,000 active; ER-HoxA9 myeloid progenitors, lysozyme-GFP differentiation, flow cytometry; calls only at 10 µM;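 active means normalized GFP-positive differentiation at or above the plate's own cutoff, the solvent-only control mean plus 3 SD; inconclusive means no clear call, values can overlap the other calls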;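 further: cells exposed to compound for four days before flow analysis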
# PhoP inhibition – inhibitors of PhoP regulon expression, primary screen, Salmonella Typhimurium, GFP reporter (AID 1863); S. Typhimurium PhoP-regulated promoter GFP reporter, 4 h; higher % means a stronger effect; 0.16% of 300,000 active; inhibition, % at 50 µM; hits with a dose series show IC50 in µM;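 active means inhibition over 29.93%, a cutoff 3 SD above the screen mean, later confirmed by dose response; inconclusive means inhibition over 29.93% but no dose response follow-up; inactive means inhibition at most 29.93% or unconfirmed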;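 further: 0% = low Mg2+ inducing control and 100% = high Mg2+ repressing control; strong numbers were not always called active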
# WT yeast gro inh mutant strain – second read-out of WT yeast gro inh, no call of its own (marks repeat the call); inhibition, %; mitochondrial fusion phenotypic screen, mutant strain inhibition
# b-catenin transl cell count 5 µM – also measured in b-catenin transl; calls as there; cell count; measured here: cell count, cytotoxicity flag
# T cell modulator vesicle-bound % – further read-out of T cell modulator, marked with its call; double positive events, %; measured here: CD8+ vesicle-bound cell fraction;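 binding gate set so that unloaded-vesicle control wells show 10% double positive cells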
# Myeloid diff 2 GFP+ MAC1+ % – also measured in Myeloid diff 2; calls as there; GFP+ MAC1+ double positive, %; measured here: differentiation confirmed by MAC1 staining
# The depositor's hits bear a star; i = inactive; ? = inconclusive; · = not tested or not shown; + = active, no number.
SMILES,WT yeast gro inh,WT yeast gro inh mutant strain,West Nile antiviral,b-catenin transl,b-catenin transl cell count 5 µM,T cell modulator,T cell modulator vesicle-bound %,Rac1 GTP hydrolysis,Large T inhibition,RSV antiviral HEp-2,Myeloid diff 2,Myeloid diff 2 GFP+ MAC1+ %,PhoP inhibition
Cc1cc(NC(=O)Nc2cc(F)ccc2C)n(C)n1,·,·,0.1%,·,·,i,21,7%,28%,0.7%,i,0.9,-4%
O=Cc1ccccc1Oc1ccccc1,10,-2,0.0%,-4.3,1106,i,17,11%,13%,1.6%,·,·,-4%
COc1cc(/C=N/Nc2nc(C)cc(=O)[nH]2)ccc1O,·,·,1.3%,·,·,i,31,24µM*,35%,2.2%,i,0.9,-6%
CCC(=O)c1ccc(OCc2ccccc2)c(OC)c1,-7,6,-1.0%,·,·,i,43,8%,-6%,2.0%,i,0.4,10%
Cc1cccc(Nc2ncnc3c2cnn3Cc2ccccc2)c1,28,46,-0.1%,0.1,1379,i,60,5%,17%,18%,i,0.6,-4%
COc1ccc2[nH]c3c(N4CCN(Cc5ccc6c(c5)OCO6)CC4)ncnc3c2c1,-8,-2,1.5%,4.1,1108,i,22,18%,10%,-1.0%,i,1.2,6%
Cc1ccccc1Cc1n[nH]c(=S)n1N,2,-7,0.0%,·,·,i,23,9%,10%,1.4%,i,1.6,-5%
CC(C)C[C@H]1CN=C(Nc2ccccc2)N1CCC1CCCC1,·,·,-2.1%,·,·,i,26,6%,4%,-2.4%,i,1.4,-3%
Cc1ccc(S(=O)(=O)NCc2ccccc2)cc1C(=O)N1CCN(c2ccccc2)CC1,·,·,·,·,·,i,46,10%,·,-0.1%,i,0.4,·
COc1ccc(Br)cc1CN(C)CC(=O)NCCc1ccc(S(N)(=O)=O)cc1,·,·,-0.3%,·,·,i,55,-2%,5%,7.4%,i,2.4,-1%
Cc1cc(C)cc(NC(=O)c2cnn(-c3ccccc3)c2C2CCNCC2)c1,6,-20,0.5%,1.5,1022,i,20,8%,-9%,2.7%,i,0.3,1%
Cc1cc(C(=O)CN2C(=O)NC3(CCCCC3)C2=O)c(C)n1C,-15,2,-0.9%,-2.0,1101,i,33,3%,9%,1.4%,i,0.9,-1%
COc1ccc(C(=O)N/C(=C\c2cn(C)c3ccccc23)C(=O)NCCCn2ccnc2)cc1,·,·,0.1%,·,·,i,11,18%,15%,1.7%,i,4.3,-4%
CSc1cccc(NC(=S)NCCCN2CCN(c3ccc(F)cc3)CC2)c1,35,20,-1.4%,-3.2,1145,i,27,12%,12%,6.3%,i,0.1,-2%
CCC(=O)N1c2ccccc2C(N(C(C)=O)c2ccccc2)CC1C (centres undefined),8,-1,2.8%,2.7,975,i,43,8%,-3%,1.8%,i,0.6,-9%
CC(C)(C)c1ccccc1NC(=O)C1=COCCO1,·,·,·,·,·,i,30,4%,12%,0.8%,i,0.5,3%
CCOCCCNC(=S)N(Cc1ccccc1)Cc1nc2ccccc2c(=O)[nH]1,2,-3,-1.3%,-0.5,929,i,8,8%,7%,1.6%,i,0.6,-6%
CCn1cc(C(=O)N2CCN(c3ccc(C(C)=O)cc3)CC2)c2cc(OC)c(OC)cc2c1=O,7,11,-0.3%,2.9,975,i,14,-2%,9%,-0.5%,i,0.3,3%
CC(=O)Nc1ccc2c(c1)nc1n2CCSC1,2,-3,0.5%,·,·,i,9,10%,12%,0.8%,i,6.9,-2%
CCN(CC)S(=O)(=O)c1ccc(C(=O)NCC2(N3CCOCC3)CCCCC2)cc1,·,·,·,·,·,i,16,6%,·,-0.2%,i,0.0,·
Cc1ccc(SCCNS(=O)(=O)c2ccc3c(c2)OCCO3)cc1,28,1,-0.4%,3.3,973,i,38,6%,-1%,?,i,1.7,1%
Cc1ccc2nsnc2c1NS(=O)(=O)c1c(C)ccc2nsnc12,·,·,0.1%,-9.2,972,i,29,3%,93%,1.3%,i,0.6,-4%
Cn1c(N)c(C(C[N+](=O)[O-])c2ccccc2Cl)c(=O)n(C)c1=O (centres undefined),·,·,·,·,·,i,29,5%,10%,2.5%,i,0.6,·
CCCN(CCC)C(=O)CSc1ncccc1C(=O)O,-7,-13,-0.2%,-2.5,596,i,10,8%,4%,0.1%,i,1.1,-4%
COc1ccc(S(=O)(=O)N2CCN(C)CC2)cc1C,6,2,0.2%,·,·,i,38,4%,1%,-1.2%,i,1.4,0%
COc1cccc(C(C(=O)NC2CCCC2)N(C(=O)c2ccco2)c2ccc(NC(C)=O)cc2)c1OC (centres undefined),·,·,-0.2%,·,·,i,14,-5%,4%,0.0%,i,0.8,1%
Cc1ccc(C(=O)N/C(=C\c2ccccc2)C(=O)NCc2ccncc2)cc1,·,·,·,·,·,i,33,-22%,20%,1.5%,i,0.3,·
O=C(CNC(=O)c1ccco1)Nc1cc(Cl)ccc1N1CCOCC1,12,16,0.1%,0.5,1093,i,20,6%,11%,1.1%,i,1.0,-7%
N#Cc1c2c(c[nH]c1=O)CCN2Cc1ccccc1,-4,-10,0.4%,-2.2,1067,i,9,3%,6%,5.0%,i,0.6,-1%
CCc1cccc2[nH]c3cc([N+](=O)[O-])ccc3c12,·,·,-0.2%,2.2,963,i,15,9%,10%,-0.4%,i,0.5,-8%
Cc1ccc(OCC(=O)NNC(=O)Cn2c(=O)cnc3ccccc32)cc1,·,·,·,·,·,i,46,1%,11%,-2.0%,i,0.6,-6%
Cc1cc(C)cc(NC(=O)C(=O)NCc2ccccn2)c1,7,13,-1.0%,1.7,783,i,49,7%,-1%,1.0%,i,1.1,9%
Cc1nn(CC(=O)N2CCOCC2)c(=O)c2c1sc1ccccc12,·,·,-0.5%,·,·,i,16,9%,13%,3.2%,i,1.7,-6%
CC(=O)Nc1ccc(C(=O)/C=C/c2ccc[nH]2)cc1,·,·,0.7%,0.4,1338,i,17,9%,10%,0.5%,i,0.6,-1%
COc1ccc2c(OC)cc(-c3ccccc3)nc2c1,10,16,0.1%,-0.4,1158,i,58,6%,6%,14%,i,1.4,1%
O=C1CN(C(=O)CSc2nc3c(cnn3-c3ccccc3)c(=O)[nH]2)c2ccccc2N1,·,·,·,·,·,i,48,3%,·,2.0%,i,1.4,·
Cc1cccc(NC(=O)c2ccc3c(c2)C(=O)N(Cc2cccnc2)C3=O)c1C,·,·,-0.6%,·,·,i,36,7%,26%,2.1%,i,1.5,6%
Cc1oc(C(C)(C)C)cc1-c1cc(NC(=O)c2ccc([N+](=O)[O-])cc2)n[nH]1,·,·,-0.8%,-1.0,1170,i,62,-9%,6%,·,i,0.2,-8%
O=C(NCC1CC1)c1ccc2c3n(nc2c1)-c1ccc(Cl)cc1CO3,·,·,-0.4%,·,·,i,13,10%,11%,4.8%,i,1.5,·
CN(C)c1ccc(/C=C2\N=C(c3ccc(Cl)c([N+](=O)[O-])c3)NC2=O)cc1,37,45,0.5%,-0.2,1143,i,61,11%,7%,0.4%,+,9.8*,-4%
O=S(=O)(Nc1ccc(Cl)cc1)c1cccc2cccnc12,·,·,-1.2%,·,·,i,21,-7%,7%,?,i,0.3,5%
COc1ccc(N2CCOCC2)c(NC(=O)c2cc3ccccc3o2)c1,·,·,0.8%,·,·,i,49,-4%,16%,3.4%,i,0.8,-7%
O=S(=O)(Nc1c(O)ccc2ccccc12)c1cccc2ccccc12,·,·,·,·,·,i,46,-4%,26%,·,i,0.0,·
O=C(NC1CCCCC1)C1CCCN(S(=O)(=O)c2ccc(F)cc2)C1 (centres undefined),·,·,-0.6%,·,·,i,28,-4%,4%,5.0%,i,0.6,0%
O=C(CS(=O)(=O)c1c[nH]c2ccccc12)N1CCCCCC1,-36,-4,-0.1%,-0.2,1088,i,42,3%,10%,-0.1%,i,0.2,0%
COC(=O)CNC(=O)c1sc2ncn(CC(=O)Nc3ccc(C)c(Cl)c3)c(=O)c2c1C,-5,23,0.2%,-1.5,1100,i,61,5%,7%,3.1%,i,0.6,-4%
COc1cc(OC)c(C(=O)Nc2ncn[nH]2)cc1OC,·,·,0.3%,·,·,i,54,9%,·,0.2%,i,1.4,·
c1ccc(-n2nnnc2SCc2cn3ccccc3n2)cc1,-1,4,-0.2%,-5.3,1110,i,38,-3%,11%,4.1%,i,2.5,3%
Cc1cc(C(=O)CN2C(=O)NC3(CCCc4sccc43)C2=O)c(C)n1-c1ccccc1 (centres undefined),12,-11,-0.7%,·,·,i,5,6%,4%,5.8%,i,1.4,10%
CCn1c(CNc2ccc(Cl)cc2)nnc1SCc1ccccc1,-23,37,-0.4%,-4.1,1174,i,37,8%,0%,2.8%,i,0.3,28%
Cc1ccc(C2=NNC3(CCOC(C)(C)C3)S2)cc1 (centres undefined),17,4,-0.4%,0.0,1546,i,55,7%,14%,3.5%,i,0.3,-1%
C#CCNC(=O)C1=C[C@H](c2ccccc2)[C@@H](CCCO)[C@H](OCC)O1,-5,-4,0.0%,2.5,1093,i,34,9%,14%,0.3%,i,1.2,-3%
Cc1ccc(N(CC(=O)NCc2ccco2)C(=O)CCC(=O)Nc2nccs2)cc1C,·,·,-0.2%,·,·,i,32,-1%,4%,2.1%,i,3.4,3%
O=[N+]([O-])c1cccc2c(S(=O)(=O)N3CCOCC3)cccc12,·,·,-0.3%,·,·,i,62,11%,-9%,3.2%,i,0.4,-7%
CCN(CC)CCNc1nc2c(c(=O)n(C)c(=O)n2C)n1C/C=C(/C)Cl,13,-7,-0.4%,-9.6,1025,i,40,5%,31%,0.4%,i,0.8,-3%
COc1ccc(NC(=O)c2cccnc2)cc1OCC(C)C,·,·,-1.6%,·,·,i,30,7%,8%,-2.3%,i,0.9,7%
